Source: PubChem
Pf Dd2 growth = Plasmodium falciparum Dd2 growth inhibition; 120,000 compounds, 4.3% hits; Potency, µM (doses to about 28.9 µM), without a hit: at the highest dose activity, negative = inhibition, actives largely listed as inhibitors; P. falciparum Dd2 growth, SYBR Green, 72 h; active means well fitted inhibition curve with a large enough effect; inconclusive means small, poorly fitted or top-dose-only effect; inactive means no such curve, though single readings can be large or run the other way;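 further: plate controls were DMSO vehicle for no effect and reference drug for full effect; nearly all actives have a fitted effect of over 65% in size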
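Infected erythrocytes (Dd2, 0.3% parasitemia, 2.5% hematocrit final) are added to compound in RPMI-1640/Albumax II medium, grown 72 h at 37C in low oxygen, then lysed with saponin/Triton-X containing SYBR Green and read by fluorescence.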
Numbers without * were called inactive; i = inactive; ? = inconclusive; & = joins results of further samples; [ ] = remark or other dose. Potency means the concentration at half of the fitted maximal effect. An excerpt (hit frequency here may not be typical).

smiles	Pf Dd2 growth
COc1ccc(CNC(=O)c2ccc(Cn3ccn4nc5c(c4c3=O)CCCC5)cc2)cc1	?
O=C(Nc1ccc(Oc2ccccc2)cc1)C1CCN(S(=O)(=O)c2ccc(Cl)cc2)CC1	-8%
CCN(CC)C(=O)Cc1cccn1-c1cccc(Cl)c1	-1%
CCn1ncc(C(=O)N[C@@H]2CN(c3ncccn3)C[C@H]2CO)c1C	19%
COCc1noc([C@@H]2CN(S(=O)(=O)Cc3ccc(F)cc3)C[C@H]2C(N)=O)n1	9%
Cc1cc(-c2cccc(COc3ccc4c(cnn4CC[S+](C)(=O)[O-])c3)c2)ccn1	?
O=C(c1ccc(C(F)(F)F)cc1)N1CCC(N2CC3CC(C2)[C@H]2CCCC(=O)N2C3)CC1 (stereo not given in full)	i
Cc1ccc(NC(=O)N2CCN(c3nnc(C)c4c(C)n(-c5ccccc5)nc34)CC2)cc1Cl	53%[activator]
CCOCc1nc(C2CCCN(C(=O)c3ccco3)C2)no1 (stereo not given)	i
O=C1CC(c2ccccc2)N(C(=O)CCc2ccccc2)CCCCCCN1 (stereo not given)	?
CCOc1ccc(CCNC(=O)C(C)n2nc(C)n3c(cc4occc43)c2=O)cc1OCC (stereo not given)	14%
COCc1nc(N(C)Cc2ccccc2)ncc1C(=O)O	22%
Cc1cc(=O)n(Cc2c(F)cccc2Cl)c2c1c(C)nn2-c1cccc(F)c1	-6%
CC(=O)N1Cc2ccccc2CC2(CCN(CC3CCNC3)CC2)C1 (stereo not given)	13%
CC(C)c1nc2c(c(-c3ccc(O)cc3)n1)CN(Cc1ccc(F)cc1)CC2	?
CSCC(=O)Nc1nc2c(s1)C[C@]1(C)CC[C@@H]3[C@H](OC(=O)[C@H]3C)[C@H]1[C@@H]2C	i
CC1=C[C@@H](CNC(=O)c2cncnc2)[C@H](C(C)C)C[C@H]1CC(=O)NC1CCCC1	-23%[44.1 µM]
O=C1NCc2ccccc2CC12CCN(Cc1ccc(Br)s1)CC2	-28%
COc1ccc(C(=O)N2CCCN(C(=O)C3CC3)C(c3ccccc3)CC(=O)NCC2)cn1 (stereo not given)	-22%
O=C(c1ccc2c(c1)N(Cc1cccc(Cl)c1)C(=O)c1ccccc1S2(=O)=O)N1CCCCCC1	-29%
O=C1N[C@H](CC(=O)N2CCN(Cc3ccccc3Cl)CC2)C(=O)Nc2ccccc21	?
CCN1CC(C(=O)NCc2nn(C)c3cccc(Cl)c23)CC1=O (stereo not given)	-13%
CC1CCCCN1CCNC(=O)c1ccc(Cn2c(SCc3ccccc3)nc3cccnc32)cc1 (stereo not given)	5.6µM*
COc1ccccc1C(=O)NCC1COc2ncncc2C(=O)N1Cc1ccccc1 (stereo not given)	?
O=C(NCc1ccccc1)N1CCCCC1c1nc(-c2cnccn2)n[nH]1 (stereo not given)	-3%
COc1cccc(C(=O)c2cn(CC(=O)NCc3ccccc3Cl)c3nc(C)ccc3c2=O)c1	-5%
Cc1ccc(CN2CCSc3ccc(C(=O)Nc4ccc(C)cc4)cc32)cc1	?
CS(=O)(=O)N1CCc2cc(C(=O)Nc3ccc(C(F)(F)F)cc3)ccc21	i
CC1(C(=O)NCc2ccncc2)CCc2cnc(NCc3ccccc3)nc21 (stereo not given)	i
CCOC(=O)C1=C(C)N=C2SC=C(CC(=O)NCc3ccco3)N2C1c1ccccc1F (stereo not given)	-18%
O=C1NCc2ccccc2CC12CCCCN2CCCc1ccccc1 (stereo not given)	?
COCC1CCN(C(=O)C2CCCN(C(=O)c3ccccc3)CCC(=O)NCC2)CC1 (stereo not given)	2%
COc1ccc(OC)c(CNC(=O)C2CCN(c3cn[nH]c(=O)c3)C2)c1 (stereo not given)	-21%
CCCN(C(=O)c1cc2c(=O)[nH]c3ccc(C)cc3c2s1)c1ccc(CC)cc1	-14%
COc1ccc(CN2C(=O)COC[C@H]2C(=O)N2CCC(C)CC2)c(OC)c1	20%
CC(C)Cc1cc(C(=O)NCc2noc(-c3c(F)cccc3F)n2)no1	-13%
COc1ccc(NC(=O)Cn2c(=O)oc3cc(S(=O)(=O)NC4CCCC4)ccc32)cc1OC	50%[activator]
Cc1ccc(Nc2c3c(nc4nncn24)CCC3)c(C)c1	-1%
Cc1ccc2[nH]c(CSc3nnc(NC(=O)c4ccccc4C)s3)cc(=O)c2c1	110%[activator]
CC(C)CCN1CCC2(CN[S+](=O)([O-])c3ccccc3N2)C1 (stereo not given)	?
CC(=O)c1cccc(NC(=O)CSc2nnc3ccc(-c4ccc(F)cc4)nn23)c1	i
CC(=O)Nc1ccc(C2(C(=O)NCc3ccccc3F)CCCCC2)cc1	i
CCOc1ccc(-c2cc(C(=O)NCCc3ccc(OC)c(OC)c3)c3c(-c4ccc(F)cc4)[nH]nc3n2)cc1	i
CCc1ccc(NC(=O)[C@H](CSCc2ccccc2)N2Cc3ccccc3C2=O)cc1	i
CCOC(=O)C1(C)C=C(Nc2ccc(C)cc2)C(=O)N1c1ccccc1 (stereo not given)	?
O=C(c1ccoc1)N1CCCCC1c1nc(CCOCC2CCOCC2)no1 (stereo not given)	6%
CCc1sc(NC(=O)C[C@H]2NC(=O)c3ccccc3NC2=O)nc1C(=O)OC	?
Cc1ccc(C(=O)Nc2nc3n(n2)C(c2ccccc2)C=C(c2ccccc2)N3)cc1 (stereo not given)	11µM*
Cn1nc(C(=O)NCc2ccc(Cl)cc2)c2c1-c1ccccc1S(=O)(=O)C2	?
CCOc1ccc(CNC(=O)CCn2c(=O)c3cccn3c3cccnc32)cc1	-7%

A different layout for 4 compounds above:
CC(C)Cc1cc(C(=O)NCc2noc(-c3c(F)cccc3F)n2)no1
- Pf Dd2 growth = -13%

COc1ccc(NC(=O)Cn2c(=O)oc3cc(S(=O)(=O)NC4CCCC4)ccc32)cc1OC
- Pf Dd2 growth = 50%[activator]

Cc1ccc(Nc2c3c(nc4nncn24)CCC3)c(C)c1
- Pf Dd2 growth = -1%

Cc1ccc2[nH]c(CSc3nnc(NC(=O)c4ccccc4C)s3)cc(=O)c2c1
- Pf Dd2 growth = 110%[activator]

Additional results follow.
canonical_smiles	Pf Dd2 growth
COCCN1Cc2nc(-c3cccc(OC(F)(F)F)c3)ccc2OCC1=O	?
Cc1nc(SCC(=O)Nc2nsc(-c3ccc(C(C)(C)C)cc3)n2)c2c3c(sc2n1)CCCC3	32%[activator]
CN(CC1(CO)CCC1)C(=O)C1CCC(=O)N(CCc2ccc(Cl)cc2)C1 (stereo not given)	-14%
CCC(C)Nc1sc(S(=O)(=O)CC)nc1S(=O)(=O)c1ccc(C)cc1 (stereo not given)	13µM*
COc1ccc(-c2cnc3n[nH]c(-c4ccc(F)cc4C)c3n2)cc1OC	-21%[44.1 µM]
O=C(NCCc1noc(-c2ccncc2)n1)C1CC1	4%
CC1=C[C@@H](CNc2ccccn2)[C@H](C(C)C)C[C@H]1Cc1nnc(-c2cncn2C)o1	5.6µM*
COc1ccc(CNC(=O)CC[C@@H]2CNC(=O)[C@@H]3C[C@H](NC(=O)Nc4ccsc4)CN23)cc1	i
CCCN(CC1CCOC1)C(=O)NCc1ccco1 (stereo not given)	31%[activator][5.79 µM]
CCC(C(=O)Nc1ccccc1F)N1C(=O)CN=C(c2ccccc2)c2ccccc21 (stereo not given)	-3%
CCN(CC)CCCNC(=O)c1nn(-c2ccc(C)cc2)c(=O)c2c1c1ccccc1n2C	?
NCC(=O)N1CCC(n2nccc2NC(=O)Nc2cccc(F)c2)CC1	0%
Cc1cc(N2CCC(C)CC2)nc2ccc(NC(=O)CCC(=O)N3CCN(c4cccc(C(F)(F)F)c4)CC3)cc12	?
C[C@H](C(=O)N1CCOCC1)C1CC[C@@]2(C)Cc3sc(CS(=O)(=O)C(C)(C)C)nc3[C@@H](C)[C@@H]2[C@H]1O (stereo not given in full)	?
O=C(NC(C(=O)N1CCCC1)C1CCN(C(=O)c2cccs2)CC1)c1ccc(F)cc1 (stereo not given)	-3%
CCOC(=O)c1ccccc1NC(=O)COc1ccccc1-c1nnc(-c2ccccc2)o1	?
CCOC(=O)COc1ccc(F)cc1C(=O)c1ccn2nc(-c3ccc(C)cc3)cc2n1	45%[activator]
O=C(Cn1nc2c(cc1=O)CCCCC2)Nc1cccc(C(F)(F)F)c1	-27%
Cc1nc(CC(=O)NC2CCCc3c2cnn3-c2ccc(C(C)(C)C)cc2)cs1 (stereo not given)	-14%
Cc1cccc(C(=O)Nc2nc3c(s2)CCCC3)c1	?
Cc1cnc(C(=O)N2CCCn3nc(CCC(=O)NC(C)C)cc3C2)cn1	1%
CCC(c1cccs1)N1C(=O)[C@H]2CN(S(=O)(=O)c3ccccc3C)C[C@H]2C1=O (stereo not given in full)	?
CC(C)NC(=O)N1CCC(c2nc(CCOCC3CCOCC3)no2)C1 (stereo not given)	?
Cc1ccc(NC(=O)N2CCN3CCCCC3C2)cc1C (stereo not given)	70%[activator]
O=C(C1CCC1)N1CCC2(CC1)CC(N(Cc1ccc(F)cc1)C1CC1)CCO2 (stereo not given)	i
COCC(=O)N1C2CCCC1CC(=O)C2	-7%[44.1 µM]
COc1ccc(-c2nc3cc(C)ccc3cc2CN2CCCC(O)C2)cc1OC (stereo not given)	-19%
Cc1ccc(Cl)cc1NC(=O)CN1C(=O)CCc2ccccc21	?
O=C(NCc1cccs1)c1ccc(CSc2nc3cccnc3n2Cc2ccccc2F)cc1	?
CCc1ccc(-n2c(N3CCN(c4ccc(F)cc4)CC3)nc3ccccc3c2=O)cc1	5.6µM*

Pulled by structure from the list above:
canonical_smiles	Pf Dd2 growth
CCOC(=O)COc1ccc(F)cc1C(=O)c1ccn2nc(-c3ccc(C)cc3)cc2n1	45%[activator]
COCC(=O)N1C2CCCC1CC(=O)C2	-7%[44.1 µM]
Cc1ccc(Cl)cc1NC(=O)CN1C(=O)CCc2ccccc21	?

Following part.
canonical_smiles	Pf Dd2 growth
CCNC(=O)N[C@@H]1C=C[C@@H](c2c(C)nn(-c3ccc(F)cc3)c2C)C1	?
COc1ccc(Cn2c(C3CCN(C(=O)Cc4cccs4)CC3)n[nH]c2=O)cc1	19%
COCCCNC(=O)CCC(=O)NNc1nc2ccccc2c2nc(C)nn12	20%
CN(C)C(=O)N1CCCN(c2nc3ncccc3o2)CC1	4%[44.1 µM]
CCc1ccccc1N(c1nc(-c2ccc(OC)c(OC)c2)no1)c1nc(-c2ccc(OC)c(OC)c2)no1	?
CC(C)c1nccn1CCCNC(=O)c1ccc(-c2cccnc2)nc1	-20%
COc1ccc(C2Cn3cnc(C(=O)N4CCC(C(=O)NCc5ccccn5)CC4)c3CO2)cc1 (stereo not given)	15%
Cn1cnc(C(=O)N2CCC3(CC2)CC(N(Cc2ccccc2)C2CC2)CCO3)c1 (stereo not given)	?
CCc1ccc(C(=O)c2cn(CC(=O)Nc3ccc4c(c3)OCCO4)c3ccc(F)cc3c2=O)cc1	-8%
CCN1c2cc(C(=O)Nc3ccc4c(c3)OCCO4)ccc2C(=O)N2CCCC21 (stereo not given)	?
O=S(=O)(c1ccccc1)c1nc(-c2cccs2)oc1SCc1ccccc1F	18%
O=C(CSc1nc2ccccc2n1Cc1ccccc1F)NCc1ccccc1	-2%
COc1ccc(CN[C@H]2C[C@H]3C(=O)NC[C@@H](CCC(=O)N4CCCCC4)N3C2)cc1	-44%[44.1 µM]
C[C@@H](NC(=O)[C@@H]1C[C@@H](NC(=O)c2cnccn2)CCN1C(=O)c1ccco1)C(N)=O	-1%[44.1 µM]
Cc1cc(C(=O)N[C@@H]2C[C@H](Cn3cc(CN(C)C)nn3)[C@@H](O)[C@H]2O)no1	-10%[44.1 µM]
CC(C)CCN1CCC2(CC1)CC(c1cccnc1)=NO2	-13%&-21%[44.1 µM]
COC(=O)[C@H](Cc1ccc(OC)cc1)NC(=O)[C@H]1CN(C(C)=O)CCN1C(=O)C1CCCCC1	?
COc1ccc(Cl)cc1NC(=O)Cn1ncc2c3ccccc3n(Cc3ccccc3)c2c1=O	i
O=C(NC1CCc2n[nH]c(=O)n2CC1)c1ccc(Br)o1 (stereo not given)	16%
O=C(NC1CCN(Cc2ccccc2)CC1)c1ccc(Cn2c(=O)c3ccccc3n(Cc3cccc(F)c3)c2=O)cc1	7.9µM*
COc1ccc(OC)c(CN2CCCn3nc(C)c(-c4ccccc4C(C)C)c32)c1	?
Cc1cc(C)cc(NC(=O)c2nnn(Cc3cccc(Br)c3)c2N)c1	i
O=C(CCCCCn1c(=O)[nH]c2ccsc2c1=O)NCc1ccccc1	-14%
COC1C(=O)N(C2CCN(C(=O)C3CC3)CC2)C12CCOCC2 (stereo not given)	18%
Cc1cc(CN(C)C(=O)c2cc(CN3CCC(Cc4ccccc4)CC3)on2)n[nH]1	?
COc1cccc(NS(=O)(=O)c2ccc3c(c2)n(C)c(=O)n3C)c1	-21%
CCOC(=O)C1(Cc2ccccc2C)CCCN(C(=O)c2csc(C)n2)C1 (stereo not given)	-3%
CN1C(=O)CC[C@]2(C(=O)NCc3ccc(Cl)cc3)CCCC[C@@H]12	?
Cc1noc(C)c1[S+](=O)([O-])N1CCC2(CC1)C(=O)NCN2Cc1ccc(Cl)cc1	0%
CC(=O)N1CCOc2cc(S(=O)(=O)Nc3cc(C(F)(F)F)ccc3Cl)c(C)cc21	26%
